bIAP act: intestinal alkaline phosphatase (bovine) activation; purified bovine IAP, CDP-star luminescence, 30 min; active compounds read high; fold of DMSO-control signal, blank-subtracted; activation factor at 20 µM; 200,000 tested, 0.17% active; AID 1016;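 active means activation factor of 2 or more at 20 µM, a signal rise over negative controls twice the positive control's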
PMI activator: phosphomannose isomerase (human) activation; purified human PMI, coupled resazurin fluorescence, 20 min; active compounds read high; 1 = vehicle control, 0 substrate-free wells; P34949; 190,000 tested, 0.005% active; activation factor at 20 µM;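 active means activation factor of 2 or more at 20 µM, relative to plate controls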
Target sequence (P34949 whole entry, looked up): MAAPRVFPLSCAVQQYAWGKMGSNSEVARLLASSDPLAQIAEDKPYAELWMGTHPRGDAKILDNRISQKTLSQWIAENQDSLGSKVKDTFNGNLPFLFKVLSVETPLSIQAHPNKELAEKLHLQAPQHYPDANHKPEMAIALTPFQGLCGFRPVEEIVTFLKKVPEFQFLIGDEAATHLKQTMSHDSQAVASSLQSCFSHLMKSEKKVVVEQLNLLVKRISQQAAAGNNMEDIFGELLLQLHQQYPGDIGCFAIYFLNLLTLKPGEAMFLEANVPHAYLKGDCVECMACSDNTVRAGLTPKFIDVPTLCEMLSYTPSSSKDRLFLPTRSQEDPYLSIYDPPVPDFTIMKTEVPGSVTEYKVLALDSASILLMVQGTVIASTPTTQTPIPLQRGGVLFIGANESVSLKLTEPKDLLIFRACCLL
PMI act hi M6P: activators of human phosphomannose isomerase at near-saturating mannose 6-phosphate; P34949; coupled PMI enzyme assay, resazurin fluorescence, 20 min; active compounds read high; 1 = untreated enzyme, 0 = substrate-free blank; activation factor at 20 µM; 190,000 tested, 0.34% active; AID 1216;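 active means activation factor of 2 or more at 20 µM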
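Material: human phosphomannose isomerase with PGI, G6PDH, diaphorase coupling enzymes. Quantity: 15 ng/mL PMI. Medium: HEPES pH 7.4 buffer with MgCl2 and Tween-20. Reagent: Near-saturating mannose-6-phosphate, 1.0 mM. Compound: 20 µM single dose. Times: enzyme reaction with compound 20 min at room temperature. Detection: resorufin fluorescence at Ex 544/Em 590 nm.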
TNAP inh hiacc: TNAP (human) inhibition, high acceptor | 200,000 tested, 0.03% active | inhibition, % at 20 µM | purified TNAP, CDP-star luminescence, 1 M DEA | P05186;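 active means over 50% inhibition of tissue-nonspecific alkaline phosphatase at 20 µM in the single-dose screen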;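 further: plate controls were DMSO wells for no effect and EDTA-quenched wells as full inhibition for full effect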
Target sequence (P05186 whole entry, looked up): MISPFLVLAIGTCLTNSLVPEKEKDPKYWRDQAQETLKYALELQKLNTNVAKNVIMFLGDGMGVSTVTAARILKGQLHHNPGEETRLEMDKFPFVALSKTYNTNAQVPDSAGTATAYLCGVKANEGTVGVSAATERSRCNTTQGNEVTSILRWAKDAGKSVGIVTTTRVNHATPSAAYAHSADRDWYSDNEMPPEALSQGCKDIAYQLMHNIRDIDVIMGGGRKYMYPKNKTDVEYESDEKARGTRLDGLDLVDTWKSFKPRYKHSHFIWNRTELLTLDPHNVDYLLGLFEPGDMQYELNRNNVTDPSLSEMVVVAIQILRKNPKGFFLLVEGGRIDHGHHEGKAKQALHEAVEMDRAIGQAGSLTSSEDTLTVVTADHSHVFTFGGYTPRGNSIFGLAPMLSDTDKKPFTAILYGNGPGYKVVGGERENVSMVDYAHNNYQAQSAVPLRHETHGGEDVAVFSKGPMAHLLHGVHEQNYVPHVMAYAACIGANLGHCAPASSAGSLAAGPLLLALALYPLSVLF
Diaph inh CS: counter-screen for diaphorase-based assays: diaphorase inhibitors and chemical oxidizers; diaphorase resazurin-to-resorufin fluorescence, NADH, 16 min; bacterial (C. kluyveri) enzyme, not human; inhibition, % at 20 µM; 190,000 tested, 0.69% active; AID 1217;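 active means primary screen inhibition at 20 µM above a set limit, cut at about 50% in these data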;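 further: plate controls were DMSO with full reaction for no effect and wells lacking NADH for full effect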
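Assay system: diaphorase enzyme from Clostridium kluyveri. Quantity: enzyme working solution with 0.14 U/mL diaphorase. Schedule: reaction incubation of 16 min at room temperature. Technique: resorufin fluorescence, excitation 544 nm, emission 590 nm. Controls: No-NADH positive control and DMSO neutral control.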
TNAP act hi DEA: activators of human TNAP at high phosphate acceptor concentration; P05186; purified TNAP, CDP-star luminescence, 1 M DEA, 30 min; active compounds read high; 0 = EDTA background, 1 = DMSO-only activity; activation factor at 20 µM; 200,000 tested, under 10 active; AID 1136;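 active means activation factor at least 2 at 20 µM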
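Dosing: 20 µM single point. System: human TNAP. Amount: TNAP 1/800 final. Incubation: 30 min, room temperature. Read-out: TNAP activation factor scaled between EDTA and DMSO control wells. Signal: luminescence from CDP-star hydrolysis. Medium: 1 M DEA, pH 9.8, Mg2+, Zn2+. Control set: EDTA negative control, DMSO positive control.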
TNAP inh noacc: inhibitors of human TNAP without phosphate acceptor; inhibition, % at 20 µM; P05186; 200,000 tested, 0.26% active; AID 1012; purified TNAP, CDP-star luminescence, 30 min;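 active means tissue-nonspecific alkaline phosphatase inhibition above about 50% at 20 µM in the single-dose screen, limit read from the data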;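 further: 0% = DMSO negative control and 100% = EDTA positive control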
Diaphorase act: diaphorase activation or chemical reduction counter-screen. AID 1229. activation factor at 20 µM. Diaphorase/resazurin coupled assay, resorufin fluorescence, 16 min; active compounds read high; 1 = vehicle wells, 0 = NADH-free wells. 190,000 tested, 0.005% active;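 active means diaphorase activity raised at least twofold by the compound at 20 µM; inactive means activation factor below 2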
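Test system: Clostridium kluyveri diaphorase, purified enzyme. Buffer or medium: 50 mM HEPES pH 7.4 buffer plus MgCl2 and Tween 20. Also added: 0.114 mM NADH and 0.1 mM resazurin, final amounts. Dosing: compound 20 µM once, DMSO 1%. Schedule: 16 min enzyme reaction, ambient temperature. Detection: fluorescence of resorufin, 544 nm excitation, 590 nm emission.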
Lmaj promast: inhibitors of Leishmania major promastigote growth | Leishmania major promastigotes, resazurin fluorescence viability | inhibition, % at 10 µM | 200,000 tested, 9% active | AID 1063; in the data active means inhibition above about 50%;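 further: promastigotes grown with compound for 44 hours at 28 °C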
bIAP inhibitor: intestinal alkaline phosphatase (bovine) inhibition; purified bovine IAP, CDP-star luminescence, 30 min; inhibition, % at 20 µM; 190,000 tested, under 10 active; AID 1019;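 active means over 50% inhibition of intestinal alkaline phosphatase at 20 µM in the single-dose screen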
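test system = bovine IAP enzyme | medium = DEA buffer 100 mM, pH 9.8, with MgCl2 1.0 mM, ZnCl2 0.02 mM | detection = luminescence | dosing = single compound dose of 20 µM, 2% DMSO final | incubation = 30 min reaction at room temperature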
* = called active by the depositor; x = no result given. No enrichment for hits, and some 10% of all compounds hit somewhere here.

molecule	TNAP inh noacc	bIAP inhibitor	Lmaj promast	TNAP inh hiacc	TNAP act hi DEA	Diaph inh CS	PMI activator	PMI act hi M6P	bIAP act	Diaphorase act
CC/C(=N\NC(C)=O)c1ccc(OC(F)F)cc1	-30	-5	-1	-4	1	4	1.1	1.1	1	1
NC(=O)COC(=O)c1ccc(C(=O)C(=O)c2ccccc2)cc1	0	-1	-6	2	1	9	1.6	1.6	1	0.9
Cc1ccc(-n2c(=O)c(C#N)cc3c(=O)n4cccc(C)c4nc32)cc1	-13	-7	6	-4	1	8	1.3	1.4	1.1	0.9
CCOC(=O)C(=O)c1csc(NC(=O)CCSc2ccc(C)cc2)n1	-8	-1	-5	-4	1	29	1.1	1.1	1	0.7
Cc1cccc(-n2c(Cc3cc(=O)[nH]c(=O)[nH]3)nnc2SC(C)C)c1	-4	11	-8	1	1	2	1	1.1	0.9	1
CCNc1nc(NCC)nc(Nn2cnnc2)n1	-18	12	0	-9	1.1	10	1	1	0.9	0.9
CCOC(=O)CC(=O)CSc1ccc2nnc(-c3cccc(F)c3)n2n1	-18	-2	2	-5	1	14	1	1	1	0.9
O=C(O)/C=C\c1cn(-c2ccccc2)nc1-c1cc2ccccc2o1	-2	4	-1	-3	1	48	0.9	0.9	1	0.5
COc1cccc(NC(=O)c2ccc3c(SCC(=O)O)c4c(nc3c2)CCCC4)c1	-9	-26	8	0	1	15	1	1	1.3	0.8
COc1cccc(C(=O)Nc2ccccc2N2CCCC2)c1	-7	30	4	-2	1	9	1	1	0.7	0.9
NC(=S)NN=C1C2CC3CC(C2)CC1C3	-28	7	42	-6	1.1	6	1.1	1.1	0.9	0.9
COc1ccc(S(=O)(=O)N(C)CC(=O)NCc2cccnc2)cc1Cl	-6	1	-3	-6	1.1	12	0.8	0.9	1	0.9
CN(C)S(=O)(=O)c1ccc(-n2cccc2)cc1	-5	2	4	-3	1	6	0.9	0.9	1	0.9
CCOc1ccc(N=C2C(=O)N(CN3CCOCC3)c3ccccc32)cc1	13	30	-1	0	1	17	0.9	0.7	0.7	0.8
CCCn1c(SCC(=O)N2CC(=O)Nc3ccccc32)nc2ccccc21	-28	-6	-4	1	1	19	0.8	0.8	1.1	0.8
COC(=O)CCC(=O)Nc1sc(Cc2ccccc2)c(C)c1C(N)=O	-9	6	-9	-3	1	x	x	x	0.9	x
Cc1cccc(N2CCN(C(=O)c3ccc(NC(=O)C4CCCO4)cc3)CC2C)c1 (centres undefined)	-13	-3	-6	-4	1	10	1	1.1	1	0.9
CCOc1cc(C(=O)Nc2cc(=O)n(C)c(=O)n2C)cc(OCC)c1OCC	-4	-1	2	2	1	10	0.8	0.9	1	0.9
O=C(O)c1cccc(NC(=O)C2C3C=CC(C3)C2C(=O)O)c1 (centres undefined)	5	0	-3	-5	1.1	9	1	1.1	1	0.9
CCc1cc2ccc(C)cc2nc1SCC(=O)Nc1cc(OC)c(OC)cc1C(=O)O	-20	19	-9	-3	1	10	1	1	0.8	0.9
COc1ccc(CC(=O)NCC2COc3ccccc3O2)cc1 (centres undefined)	-2	-9	-3	0	1	8	0.9	0.9	1.1	0.9
COC(=O)c1ccc(C(=O)OC)c(NC(=S)N2CCCC(C)C2)c1 (centres undefined)	-11	9	5	-4	1	14	1	1	0.9	0.9
CCN(CC)C(=O)c1nn(-c2ccccc2)c2c1C1CCC2(C)C1(C)C (centres undefined)	0	-1	24	5	0.9	5	1	1	1	0.9
O=C(CCN1CCc2ccccc2C1)Nc1ccccc1	-12	-1	2	-4	1	2	0.9	0.9	1	1
COCCCn1c(SCc2ccccc2)nc2cc(OC)c(OC)cc2c1=N	-5	-5	64*	-4	1	12	0.8	0.9	1.1	0.9
CCCCCCCCn1cc(C(C)=O)c(=O)[nH]c1=O	-2	7	0	2	1	2	1	1	0.9	1
O=C(NNC(=O)c1cccs1)c1ccc(S(=O)(=O)N2CCCCC2)cc1	-16	42	-1	-1	1	6	1	1.1	0.6	0.9
CCn1c(SCC(=O)c2cc(OC)ccc2OC)nnc1C1CC1	-14	14	-2	-7	1.1	22	0.9	0.7	0.9	0.8
COc1ccc(-c2cc(C(F)(F)F)n3nc(C(=O)NCc4ccco4)cc3n2)cc1OC	-29	1	-1	-9	1.1	11	1	1	1	0.9
C/C(=N/NC(=O)CSc1nc2ccccc2n1C)c1ccc(O)cc1	-3	-5	10	3	1	10	1	1	1.1	0.9
Cc1ccc(O)c(NC(=O)c2cc(-c3ccc(F)cc3)on2)c1	-7	36	-15	0	1	10	1	1	0.6	0.9
Cc1ccc(C)c(NC(=S)NNC(=O)c2ccco2)c1	-7	-32	-2	-4	1	-4	0.9	1	1.3	1
Nc1oc2ccc(F)cc2c(=O)c1C=O	9	24	-3	15	0.8	-2	1	1	0.8	1
CCOC(=O)c1c(C)nn(Cc2ccccc2)c1N	-10	14	-12	-5	1	2	0.9	0.9	0.9	1
Cc1cc(C)cc(N2C(=O)CC(N(C(=O)c3ccco3)c3cc(C)cc(C)c3)C2=O)c1 (centres undefined)	-6	7	-1	-2	1	22	0.9	0.9	0.9	0.8
Cc1ccc(C)n1-c1cccc(NC(=O)c2ccccc2)c1	-16	9	76*	-3	1	14	1	0.9	0.9	0.9
COc1ccc(CNC(=O)COC(=O)CC2CC3CCC2C3)cc1OC (centres undefined)	-14	-17	15	-6	1.1	13	0.9	0.9	1.2	0.9
O=C(CCCOc1ccccc1)Nc1ccc(S(=O)(=O)N2CCOCC2)cc1	-15	16	-4	-7	1.1	16	1	1	0.8	0.8
CC1(C)Cc2c(cnn2-c2ccccc2)-c2c1c1ccccc1n2CC(O)CCl (centres undefined)	-6	13	100*	-3	1	20	1	0.8	0.9	0.8
CN(C)C(CNC(=O)c1cccc(S(=O)(=O)N2CC3(C)CC2CC(C)(C)C3)c1)c1ccco1 (centres undefined)	-6	-2	19	-3	1	10	1	1	1	0.9
O=C(NC1CCS(=O)(=O)C1)c1cccc(S(=O)(=O)N2CCCC2)c1 (centres undefined)	-12	1	-2	-6	1.1	3	1	1.1	1	1
Cc1cccc(NC(=O)N2CCN(Cc3ccc(Cl)cc3)CC2)c1	-15	-7	14	-4	1	6	0.9	0.9	1.1	0.9
O=C(CSc1nnc2ccccn12)NCc1cccs1	-13	3	-7	-3	1	8	1.1	1.1	1	0.9
O=C(N/N=C/c1ccc(C(F)(F)F)cc1)c1ccc(O)cc1	-10	-3	12	1	1	4	1	1	1	1
CCc1c(C)n([O-])c2c([n+]1=O)CCCCC2	-10	10	-3	-8	1.1	46	1	1	0.9	0.5
COc1cccc(-n2nnnc2SCC(=O)NCCc2ccccc2)c1	-17	-3	-1	-10	1.1	16	1.1	0.9	1	0.8
Nc1ccc(Cl)c(S(=O)(=O)Nc2ccccc2Cl)c1	-11	5	2	-4	1	9	1.1	0.9	0.9	0.9
CCOC(=O)CCSc1cc(C)c2ccccc2n1	-9	-2	-2	-4	1	19	1.4	1.3	1	0.8
COC(=O)c1ccc2nc(C)c(C)nc2c1	-10	4	-4	-2	1	9	1.1	1	1	0.9
CCOc1ccccc1NC(=O)Cn1c(=O)n(CCC(=O)NC2CCCC2)c(=O)c2ccccc21	-24	-6	-7	-6	1.1	10	1	1	1.1	0.9
CCOC(=O)c1ccccc1NC(=O)CN(c1ccccc1)S(=O)(=O)N(C)C	-8	-2	15	-3	1	14	0.8	0.8	1	0.9
Cn1c(CNc2ccccc2O)nc2ccccc21	-2	-17	89*	-10	1.1	40	0.7	0.4	1.2	0.6
COc1ccc(S(=O)(=O)Nc2cc3c(C(C)=O)c(C)oc3c3ccccc23)cc1	-13	1	24	2	1	8	1	1	1	0.9
Cc1cc(-c2nc3ncccc3o2)ccc1N	-6	0	0	-1	1	2	1	1	1	1
O=C(Cc1sc(-c2ccccc2Cl)nc1-c1ccccc1)Nc1ccccc1	-2	25	-3	-3	1	4	1	1	0.7	1
CN(C)c1nc(N)nc(Nc2ccccc2C#N)n1	-10	5	14	-4	1	17	0.9	0.8	0.9	0.8
NC(=O)c1sc2nc3c(c(-c4cccs4)c2c1N)CCCC3	-13	-15	20	-4	1	37	1.1	1.2	1.2	0.6
Cc1cc(C)n2cc(CSc3nc4ccccc4s3)nc2n1	-6	20	2	1	1	12	0.9	0.9	0.8	0.9
CC(=O)C1=C(C)NC(=S)NC1c1cccc([N+](=O)[O-])c1 (centres undefined)	-9	4	17	-5	1	7	1	1	1	0.9

Reformatted: entries from further up.
Every second line gives: TNAP inh noacc, bIAP inhibitor, Lmaj promast, TNAP inh hiacc, TNAP act hi DEA, Diaph inh CS, PMI activator, PMI act hi M6P, bIAP act, Diaphorase act
COc1ccc(S(=O)(=O)Nc2cc3c(C(C)=O)c(C)oc3c3ccccc23)cc1
  -13, 1, 24, 2, 1, 8, 1, 1, 1, 0.9
Cc1cc(-c2nc3ncccc3o2)ccc1N
  -6, 0, 0, -1, 1, 2, 1, 1, 1, 1
O=C(Cc1sc(-c2ccccc2Cl)nc1-c1ccccc1)Nc1ccccc1
  -2, 25, -3, -3, 1, 4, 1, 1, 0.7, 1
CN(C)c1nc(N)nc(Nc2ccccc2C#N)n1
  -10, 5, 14, -4, 1, 17, 0.9, 0.8, 0.9, 0.8
NC(=O)c1sc2nc3c(c(-c4cccs4)c2c1N)CCCC3
  -13, -15, 20, -4, 1, 37, 1.1, 1.2, 1.2, 0.6

Assay outcomes deposited in PubChem by several laboratories.
